CIT2 TOR yeast = modulators of CIT2-GFP expression in yeast, primary screen, S. cerevisiae, GFP fusion, multiplex flow cytometry, MLPCN library; S. cerevisiae CIT2-GFP strain, 3 h; 100 means same as DMSO wells; GFP response vs DMSO, % at 10 µM; 320,000 compounds, 0.065% hits; AID 2029, 2009;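 active = GFP response relative to DMSO above a set limit, near the screen mean plus 3 SD, cut at about 150% in these data; inconclusive = Fewer than 70 cells measured for a yeast strain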;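 also: ratio of well median GFP fluorescence to mean of DMSO wells on the plate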
GRK2 aptamer HTS = compounds blocking aptamer binding on GRK2 – biochemical, human GRK2, bead flow cytometry, HTS, primary screen. Beta-adrenergic receptor kinase 1 (Homo sapiens), P25098. FAM-aptamer displacement from GRK2. inhibition of aptamer binding, % at 10 µM. 330,000 compounds, 0.59% hits. AID 488847, 2010;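 active = inhibition of aptamer binding above 40%, roughly 3 SD of noise, on plates passing a quality check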;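 also: median bead fluorescence of bound FAM aptamer so fluorescent compounds give negative values; no value below 0 was filed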
AGP1-GFP MLPCN = modulators of AGP1-GFP expression in yeast TOR pathway, primary screen, cell-based, multiplex flow cytometry, S. cerevisiae, MLPCN library; 320,000 compounds, 0.02% hits; 3 h; GFP as percent of DMSO wells; GFP response vs DMSO, % at 10 µM; AID 2066, 2009;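 active = GFP response relative to DMSO above a set limit, near screen average plus 3 SD, cut at about 150% in these data; inconclusive = fewer than 70 cells counted for the yeast strain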;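 also: median GFP channel fluorescence of the gated AGP1 strain per well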
VLA-4 inh = inhibition in human VLA-4 binding assay, primary screen, VLA-4 allosteric modulator project, MLPCN library, flow cytometry, VLA-4 expressing cells; ligand binding flow cytometry; inhibition, % (about 7 µM as worked out from the volumes in the protocol); 330,000 compounds, 0.2% hits; AID 2557, 2010; in the data active = inhibition above about 50%
Target sequence (P13612 whole entry, looked up): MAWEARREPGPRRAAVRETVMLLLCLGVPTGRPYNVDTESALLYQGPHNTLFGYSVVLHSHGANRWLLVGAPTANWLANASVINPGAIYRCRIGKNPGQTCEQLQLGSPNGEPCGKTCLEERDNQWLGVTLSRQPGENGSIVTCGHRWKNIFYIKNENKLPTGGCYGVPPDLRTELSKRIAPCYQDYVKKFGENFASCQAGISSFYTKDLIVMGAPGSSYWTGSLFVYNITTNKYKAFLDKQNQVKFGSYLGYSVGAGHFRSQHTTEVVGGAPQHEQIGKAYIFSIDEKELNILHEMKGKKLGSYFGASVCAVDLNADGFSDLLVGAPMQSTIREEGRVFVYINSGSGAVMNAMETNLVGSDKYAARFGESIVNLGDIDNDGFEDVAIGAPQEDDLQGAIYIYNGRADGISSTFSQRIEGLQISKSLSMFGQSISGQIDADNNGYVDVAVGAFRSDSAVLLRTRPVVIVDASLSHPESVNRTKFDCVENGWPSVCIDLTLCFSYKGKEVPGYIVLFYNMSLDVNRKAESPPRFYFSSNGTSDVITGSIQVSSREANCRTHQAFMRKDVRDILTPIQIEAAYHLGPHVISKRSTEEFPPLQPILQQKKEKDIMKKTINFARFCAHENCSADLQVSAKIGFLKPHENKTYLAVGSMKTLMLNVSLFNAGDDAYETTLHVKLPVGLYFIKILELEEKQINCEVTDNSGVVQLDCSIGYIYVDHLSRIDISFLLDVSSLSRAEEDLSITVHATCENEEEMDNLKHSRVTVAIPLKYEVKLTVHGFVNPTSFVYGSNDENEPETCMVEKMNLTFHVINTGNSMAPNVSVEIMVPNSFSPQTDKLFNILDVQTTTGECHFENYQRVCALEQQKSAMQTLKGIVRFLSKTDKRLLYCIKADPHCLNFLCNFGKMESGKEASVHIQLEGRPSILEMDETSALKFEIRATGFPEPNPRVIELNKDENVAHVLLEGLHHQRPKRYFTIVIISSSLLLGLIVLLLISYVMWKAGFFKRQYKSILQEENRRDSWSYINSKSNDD
MEP2-GFP yeast = modulators of MEP2-GFP levels in yeast, primary screen, S. cerevisiae, multiplex flow cytometry, MLPCN library; S. cerevisiae MEP2-GFP strain, 3 h; 100% = DMSO control level; GFP response vs DMSO, % at 10 µM; 330,000 compounds, 0.51% hits;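 active = GFP response versus DMSO above a set limit, roughly screen mean plus 3 SD, cut at about 180% in these data; inconclusive = fewer than 70 cells counted for a yeast strain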;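 also: median GFP fluorescence of the barcode-gated MEP2-GFP cells per well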
Yeast superoxide = reduction of superoxide in aged yeast, primary screen, HTS; superoxide response (% of plate mean), % at 10 µM; S. cerevisiae aged cells, superoxide DHE fluorescence; stronger effect = lower value; AID 2690, 2010; 330,000 compounds, 0.18% hits;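 active = superoxide response under a set limit, about three screen SD below normal, cut at about 65% in these data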;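 also: yeast aged for seven days with compound at 30 °C before DHE staining; 100% = average MFI of all compound-treated wells on the plate with controls excluded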
RPL19A TOR yeast = RPL19A-GFP expression modulators in yeast, primary screen, cell-based, S. cerevisiae, multiplex flow cytometry, MLPCN. percent response vs DMSO, % at 10 µM. S. cerevisiae RPL19A-GFP strain, 3 h; stronger effect = lower value. 330,000 compounds, 0.3% hits. AID 2025, 2009;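 active = percent response vs DMSO below 50%; inconclusive = fewer than 70 events counted for the yeast strain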;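 also: median channel GFP fluorescence of the barcoded RPL19A-GFP strain; ratio of sample median GFP to plate DMSO average so 100% = DMSO; lower means less RPL19A-GFP as with rapamycin TOR inhibition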
LAP4-GFP MLPCN = modulators of LAP4-GFP expression in yeast, primary screen, S. cerevisiae, multiplex flow cytometry, MLPCN library; 3 h; median GFP as percent of DMSO wells; GFP response vs DMSO, % at 10 µM; 320,000 compounds, 0.34% hits; AID 2023, 2009;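 active = GFP response vs DMSO above a set limit, about the screen mean plus 3 SD, cut at about 150% in these data; inconclusive = under 70 cell events counted for the yeast strain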
Numbers without * were called inactive; ? = inconclusive; . = no result given; [ ] = remark or other dose.

SMILES	CIT2 TOR yeast	GRK2 aptamer HTS	AGP1-GFP MLPCN	VLA-4 inh	MEP2-GFP yeast	Yeast superoxide	RPL19A TOR yeast	LAP4-GFP MLPCN
COc1ccc(CN(CCN)C2CC(C)N(C)CC2C)cc1 (stereo unspecified)	97	0	97	12	98	97	103	86
CCN(CC(=O)Nc1ccc2c(c1)OCCO2)Cc1nc2cc(Cl)ccc2c(=O)[nH]1	108	5	106	0	106	88	104	103
COc1ccc2cc3c(N)c(C(=O)N4CCCC4)sc3nc2c1	83	0	94	30	100	88	96	112
O=C(COc1ccccc1[N+](=O)[O-])N(Cc1cccc(Br)c1)C1CCS(=O)(=O)C1 (stereo unspecified)	101	0	103	9	107	103	104	97
Cc1csc(NC(=O)C2CCN(C(=O)c3ccccc3C)CC2)n1	94	0	92	9	90	97	92	93
S=c1[nH]nc(C2CCCCC2)n1/N=C/C(Cl)=C\c1ccccc1	95	0	100	4	101	91	101	101
CCOc1ccc(C(=O)NNC(=O)CNC(=O)c2ccc(C)s2)cc1OC	99	0	99	9	96	94	98	94
Cc1cccc(N(C(=O)Cc2cccs2)C(C(=O)NCc2ccco2)c2ccncc2)c1 (stereo unspecified)	88	2	96	-2	101	97	92	98
O=C(c1cc(-c2ccc(O)cc2)on1)N1CCN(c2ccccc2)CC1	98	0	92	0	82	98	95	96
C#CCOc1c(Br)cc(/C=C2/C(=O)ON=C2C)cc1OCC	96	1	84	-9	91	92	105	95
O=c1[nH]c(Nc2ccc(F)cc2)cc2ccccc12	?	23	82[may fluoresce violet]	-11	107[may fluoresce violet]	132	101[may fluoresce violet]	103[may fluoresce violet]
Cc1cccc(-n2c(Cc3ccccc3)nnc2SCC(=O)N2CCOCC2)c1	95	0	100	10	100	96	106	98
O=C(Nc1ccc(N2CCOCC2)cc1)C1CCN(C(=O)OCc2ccccc2)CC1	105	4	105	5	97	102	96	106
CC(C)n1cc(CN2CCCC(C(=O)Nc3cccc(-c4cc5ccccc5[nH]4)c3)C2)cn1 (stereo unspecified)	97	0	100	16	101	107	98	91
CN(C(=O)C1CCC(=O)N(Cc2ccccc2F)C1)C1CCOCC1 (stereo unspecified)	93	1	91	-8	98	103	99	88
CC(Oc1ccccc1)C(=O)Nc1ccc(S(=O)(=O)NCC2CCCO2)cc1 (stereo unspecified)	98	2	100	11	100	109	98	99
Cc1ccc(S(=O)(=O)Nc2ccc(NC(=O)/C=C/C(=O)O)cc2)cc1	87	2	97	12	104	96	98	117
CCOc1ccc(-n2ccnc2SCC(=O)NCc2ccc3c(c2)OCO3)cc1	96	0	100	-2	98	102	100	99
CN1CCN(C(=O)/C(=C/c2ccccc2F)NC(=O)c2ccccc2)CC1	104	0	102	-5	101	100	103	92
Cc1cc(C)n2ncc(C(=O)Nc3ccc4c(c3)OCO4)c2n1	92	5	.	-2	98	111	101	103
COc1cccc(N(C(C)=O)c2nc(C)cc(C)c2C#N)c1	104	1	104	-2	99	101	102	112
CCOC(=O)c1sc(N=NC2=C(O)CCCC2=O)c(C(=O)OCC)c1C	98	0	108	-25	97	92	108	102
COc1ccc(OC)c(S(=O)(=O)N(C)CC(=O)N2CCN(c3ccc(F)cc3)CC2)c1	.	1	90	1	91	114	94	93
O=C(O)Cn1nc(-c2ccccc2)c2ccccc2c1=O	97	1	102	36	99	107	99	94
CS(=O)(=O)N1CCc2cc(-c3csc(NC(=O)Cc4ccccc4)n3)ccc21	100	0	101	23	99	99	96	103
Further results follow:
SMILES	CIT2 TOR yeast	GRK2 aptamer HTS	AGP1-GFP MLPCN	VLA-4 inh	MEP2-GFP yeast	Yeast superoxide	RPL19A TOR yeast	LAP4-GFP MLPCN
Nc1sc2c(c1C(=O)NC1CCS(=O)(=O)C1)CCCC2 (stereo unspecified)	98	1	101	7	106	101	103	100
CCCOc1ccc(C(=O)CCCC(=O)c2ccc(OCCC)cc2)cc1	95	1	96	7	93	104	101	83
CCN1C(=NCc2cc(OC)c(OC)c(OC)c2)N[C@@H](c2ccccc2)[C@H](C(=O)OC)[C@H]1C	98	0	94	13	96	107	102	111
O=C(NCCCl)c1ccc(OCc2ccccc2)cc1Cl	89	0	94	18	92	77	95	103
CCc1cc(=O)oc2cc(C)cc(OC(C)C(=O)NCCN3CCOCC3)c12 (stereo unspecified)	110	0	112	1	106	93	103	109
O=C(N/N=C/c1cccc([N+](=O)[O-])c1)c1cc2c(ccc3ccccc32)o1	99	0	97	8	97	89	96	95
COc1ccccc1NC(=O)CSc1nc(C)c2c(c1C#N)CCCC2	105	2	102	-9	101	93	99	99
CCC1(c2ccc(Cl)cc2)NC(=O)N(CC(=O)NCc2ccc(F)cc2)C1=O (stereo unspecified)	97	0	97	-3	94	107	97	95
O=C(COC(=O)C1=COCCO1)NC1CCCCCCC1	108	0	105	-1	111	83	114	105
Cc1ccc(C)c(SCC(=O)NCc2ccco2)c1	94	0	102	-14	92	83	96	93
Cn1c(CSCc2ccc(Cl)cc2)n[nH]c1=S	94	1	104	-4	100	112	96	96
COc1cc(/C=C(/C#N)c2ccccc2)ccc1Oc1ccc([N+](=O)[O-])cn1	103	9	98	-57	102	110	99	99
CCN(CC)c1ccc(NC(=S)NC(=O)c2ccco2)cc1	103	0	108	14	98	96	104	93
CNC(=S)N/N=C(\C)c1ccc(-n2ccnc2)cc1	101	0	111	20	101	101	101	96
Cc1ccc(C(=O)C2CCN(CC(=O)Nc3ccccc3C)CC2)cc1	100	0	103	-5	105	87	103	91
CCOC(=O)CN1C(=O)CC(c2ccc([N+](=O)[O-])cc2)C1=O (stereo unspecified)	98	0	99	10	98	87	100	96
Cc1ccc(SCC(=O)NC(C)c2ccccc2)cc1 (stereo unspecified)	96	0	113	8	103	108	102	88
CCOC(=O)COn1c(=O)c(=O)n(O)c2ccccc21	108	5	105	4	105	99	97	104
CCOC(=O)c1c(NC(=O)C2CC(Cl)=CCC2C(=O)O)sc2c1CCCCC2 (stereo unspecified)	92	6	?	-2	101	102	95	80
O=C(CC1CCCC1)N1CCCC(Nc2cccc(F)c2)C1 (stereo unspecified)	96	0	95	-11	100	123	97	95
CC1(C)Cc2c(C#N)c(NCc3ccco3)nc(-c3ccco3)c2CO1	82	1	89	0	89	116	88	84
CC(=O)Nc1ccc(S(=O)(=O)N(C)c2ccc(OCC(=O)OCC(=O)N3CCCCC3)cc2)cc1	102	0	107	7	114	106	105	117
COc1cc(-c2noc(CCCC(=O)Nc3ccc(C(N)=O)cc3)n2)cc(OC)c1OC	102	2	106	18	97	96	99	107
C/C(CC(=O)Nc1ccc(N(C)C)cc1)=N\NC(=O)C(=O)NCc1ccccc1	90	0	95	-2	96	83	93	93
Cc1onc(-c2ccccc2)c1C(=O)N1CCCC(C(F)(F)F)C1 (stereo unspecified)	101	0	97	-4	104	111	97	97

Fetched one by one from above:
SMILES	CIT2 TOR yeast	GRK2 aptamer HTS	AGP1-GFP MLPCN	VLA-4 inh	MEP2-GFP yeast	Yeast superoxide	RPL19A TOR yeast	LAP4-GFP MLPCN
COc1cccc(N(C(C)=O)c2nc(C)cc(C)c2C#N)c1	104	1	104	-2	99	101	102	112
C/C(CC(=O)Nc1ccc(N(C)C)cc1)=N\NC(=O)C(=O)NCc1ccccc1	90	0	95	-2	96	83	93	93
CCN1C(=NCc2cc(OC)c(OC)c(OC)c2)N[C@@H](c2ccccc2)[C@H](C(=O)OC)[C@H]1C	98	0	94	13	96	107	102	111
Cc1csc(NC(=O)C2CCN(C(=O)c3ccccc3C)CC2)n1	94	0	92	9	90	97	92	93

Filtered by structure, those above containing a thiophene ring, fused or not (6)
SMILES	CIT2 TOR yeast	GRK2 aptamer HTS	AGP1-GFP MLPCN	VLA-4 inh	MEP2-GFP yeast	Yeast superoxide	RPL19A TOR yeast	LAP4-GFP MLPCN
COc1ccc2cc3c(N)c(C(=O)N4CCCC4)sc3nc2c1	83	0	94	30	100	88	96	112
CCOc1ccc(C(=O)NNC(=O)CNC(=O)c2ccc(C)s2)cc1OC	99	0	99	9	96	94	98	94
Cc1cccc(N(C(=O)Cc2cccs2)C(C(=O)NCc2ccco2)c2ccncc2)c1 (stereo unspecified)	88	2	96	-2	101	97	92	98
CCOC(=O)c1sc(N=NC2=C(O)CCCC2=O)c(C(=O)OCC)c1C	98	0	108	-25	97	92	108	102
Nc1sc2c(c1C(=O)NC1CCS(=O)(=O)C1)CCCC2 (stereo unspecified)	98	1	101	7	106	101	103	100
CCOC(=O)c1c(NC(=O)C2CC(Cl)=CCC2C(=O)O)sc2c1CCCCC2 (stereo unspecified)	92	6	?	-2	101	102	95	80

Single entries from above.
Result of Nc1sc2c(c1C(=O)NC1CCS(=O)(=O)C1)CCCC2 (stereo unspecified) in LAP4-GFP MLPCN: 100
Result of CCN(CC)c1ccc(NC(=S)NC(=O)c2ccco2)cc1 in CIT2 TOR yeast: 103

The list continues:
SMILES	CIT2 TOR yeast	GRK2 aptamer HTS	AGP1-GFP MLPCN	VLA-4 inh	MEP2-GFP yeast	Yeast superoxide	RPL19A TOR yeast	LAP4-GFP MLPCN
O=C(NC(=S)Nc1ccc(N2CCOCC2)cc1)c1ccc(Cl)cc1	95	0	98	10	97	103	98	93
O=C(O)Cn1c2ccccc2c2ccccc21	102	0	105	2	104	122	99	104
CCOC(=O)C1CCCN(C(=O)/C(=C/c2ccco2)NC(=O)c2ccccc2)C1 (stereo unspecified)	98	0	93	0	102	99	109	107
Cn1c(=O)c2c(ncn2CC(=O)N/N=C/C=C\c2ccccc2[N+](=O)[O-])n(C)c1=O	89	3	102	-2	101	96	96	104
O=C(Nc1c(C(=O)N2CCOCC2)cnn1-c1ccccc1)c1ccccc1	108	4	100	3	106	77	101	100
Cc1cc(O)c(-c2ccno2)cc1Cl	94	0	93	-8	99	97	98	103
Cc1ccc(S(=O)(=O)N2CCOCC2)cc1NC(=O)C1CC(=O)N(c2ccc3c(c2)OCCO3)C1 (stereo unspecified)	96	3	109	-5	103	102	100	109
COc1cccc(C(=O)Nc2cc3c(cc2N2CCOCC2)n(C)c(=O)n3C)c1	108	2	101	-3	102	95	100	94
CC(Oc1ccccc1Cl)c1nnc(N)s1 (stereo unspecified)	99	1	101	-3	99	93	99	101
COc1ccc(C)cc1NC(=O)NNC(=O)C(C)Oc1ccc([N+](=O)[O-])cc1 (stereo unspecified)	133[may fluoresce green]	3	106[may fluoresce green]	5	111[may fluoresce green]	120	96[may fluoresce green]	102[may fluoresce green]
CC(C)C1Oc2ccccc2N(CC(=O)NCCCN2C(C)CCCC2C)C1=O (stereo unspecified)	107	0	104	-2	108	96	101	104
CCOC(=O)CSc1nnc(CSc2nc(C)cc(C)n2)n1Cc1ccco1	92	5	96	4	95	96	98	99
CCCCOC(=O)Nc1nnc(COc2ccccc2)s1	90	0	97	15	104	127	98	110

Screening results as filed in PubChem.
